Source: PubChem
esBAF inh: blocks esBAF chromatin remodeling in mouse ES cells. AID 602393. Bmi1-luciferase knock-in reporter, 24 h; 100% = twice the neutral-well signal. reporter increase, % at 12.5 µM. hit rate 2% among 350,000; in the data active means activation above about 40%; inconclusive means no clear call, values can overlap the other calls;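 further: 0% = median of the plate's neutral control wells and 100% = double that signal; a rise in the Bmi1 reporter signal indicates esBAF inhibition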
Casp6 inh: inhibitors of human caspase-6; hit rate 0.53% among 350,000; P55212; inhibition, % at 12.5 µM; purified caspase-6, Z-VEID-R110 cleavage fluorescence;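 active means mean inhibition across replicates at least about 35%, with every replicate also reaching that limit, limit read from the data; inconclusive means only one of the two criteria met; inactive means neither criterion met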;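 further: 0% = median of neutral control wells and 100% = no fluorescence left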
Target sequence (P55212 24-179 limits assumed): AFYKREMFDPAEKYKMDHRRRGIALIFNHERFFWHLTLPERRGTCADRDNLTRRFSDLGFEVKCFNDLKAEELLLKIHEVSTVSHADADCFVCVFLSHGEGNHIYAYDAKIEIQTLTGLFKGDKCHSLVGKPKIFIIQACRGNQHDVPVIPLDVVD
Target sequence (P55212 194-293 limits assumed): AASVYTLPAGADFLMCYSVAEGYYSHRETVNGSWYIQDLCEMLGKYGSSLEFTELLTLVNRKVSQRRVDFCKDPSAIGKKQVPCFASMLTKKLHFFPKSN
FN deposit inh: fibronectin deposition inhibition. AID 743247. inhibition, % at 12.6 µM. AH1F fibroblasts, Alexa488-fibronectin deposition fluorescence, overnight. hit rate 0.086% among 350,000;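 active means mean inhibition across replicates of 30% or more, regardless of how many single replicates reach that level; inconclusive means mean under 30% yet at least half of replicates reach 30%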;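 further: positive control wells lacked labelled fibronectin entirely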
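Measured by – fluorescence 485/525 nm · System – AH1F fibroblast monolayer, labelled fibronectin deposition · Amount – 10000 cells per well · Buffer or medium – serum-reduced DMEM (2% serum) · Doses – single dose, pinned · Also added – fluorescent fibronectin at 24 nM final · Schedule – 1 h cell attachment, overnight exposure to compound and label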
SIRT5 block: inhibitors of human sirtuin-5 desuccinylase | Purified SirT5, succinyl-peptide AMC, trypsin-coupled fluorescence | hit rate 1.1% among 330,000 | AID 652115 | inhibition, % at 15 µM; in the data active means inhibition above about 15%; inconclusive means no clear call, values can overlap the other calls
Target sequence (Q9NXA8 whole entry, looked up): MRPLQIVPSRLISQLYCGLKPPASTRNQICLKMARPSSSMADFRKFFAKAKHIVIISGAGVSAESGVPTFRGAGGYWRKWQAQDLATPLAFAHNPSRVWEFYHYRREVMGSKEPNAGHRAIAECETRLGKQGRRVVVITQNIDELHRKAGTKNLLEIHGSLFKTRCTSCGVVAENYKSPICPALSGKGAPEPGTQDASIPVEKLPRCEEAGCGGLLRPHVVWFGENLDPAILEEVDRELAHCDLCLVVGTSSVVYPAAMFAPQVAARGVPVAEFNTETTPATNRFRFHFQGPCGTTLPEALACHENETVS
S100A4 MyoIIA: inhibitors of human S100A4 binding to myosin IIA peptide; S100A4/TAMRA-MyoIIA peptide fluorescence polarization; inhibition, % at 10.7 µM; hit rate 0.14% among 360,000; AID 652163;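 active means mean inhibition of at least 70% across replicates, with every replicate also reaching that level; inconclusive means mean inhibition reaches 70% but some replicates fall short; inactive means mean inhibition below 70%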
Target sequence (P26447 whole entry, looked up): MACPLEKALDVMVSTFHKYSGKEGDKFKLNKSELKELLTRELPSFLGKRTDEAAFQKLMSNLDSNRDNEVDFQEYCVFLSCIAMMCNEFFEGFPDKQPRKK
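Test system – S100A4 monomer (human) · Compound – single-point compound testing · Schedule – 5 min incubation before reading · Probe or stimulus – TAMRA-labelled myosin IIA heavy-chain peptide probe, 5 nM · Benchmarks – neutral control DMSO, positive control TFP · Medium – Calcium-containing HEPES buffer, pH 7.2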
LGR2 inh: Drosophila LGR2 receptor signaling inhibition; hit rate 0.35% among 380,000; inhibition, % at 9.99 µM; HEK293 LGR2, CRE-luciferase, bursicon-stimulated, 4 h;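 active means drop in luminescence signal, shown as inhibition above about 50% in the replicate tests, limit read from the data, passing the limit was not always enough; inconclusive means probably only some replicates passing the limit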;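 further: agonist challenge used bursicon conditioned medium at about half maximal strength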
C2C12 statin: suppressors of simvastatin-induced myotoxicity in C2C12 myotubes. ATP luminescence, 48 h; scaled: DMSO 0, geranylgeraniol control 100. rescue of ATP level, % at 7.49 µM. hit rate 0.78% among 330,000. AID 602340;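 active means mean ATP rescue above about 67%, or every replicate alone reaching that limit, limit read from the data, passing the limit was not always enough; inconclusive means no clear call, values can overlap the other calls; inactive means mean under the limit and some replicate under it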;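 further: myotubes were challenged with 10 µM simvastatin during compound exposure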
* marks the source's active call; other numbers are inactive results; ? = inconclusive; / = no result given. The list is partial. The share of hits here may be higher or lower than overall.

SMILES	esBAF inh	Casp6 inh	FN deposit inh	SIRT5 block	S100A4 MyoIIA	LGR2 inh	C2C12 statin
CO[C@@H]1CN(C)C(=O)c2ccc(NC(=O)C3CCOCC3)cc2OC[C@@H](C)N(CC2CCOCC2)C[C@H]1C	-2	0	-12	-3	-6	-8	-8
CCOC(=O)Cn1cc(C(=O)OC)c2ccccc21	-2	/	-9	/	/	/	5
Cc1c(Cl)c(C(=O)N2CCCC2)nn1C	/	0	2	-4	-5	-6	/
Cc1cc(N)n(-c2ccccn2)n1	9	1	7	-2	-7	-20	1
c1csc(CN2CCOCC2)c1	/	0	/	-2	-3	16	/
CC1=C(C#N)C(=O)NC(C)(C)C1	8	-2	/	5	2	9	3
O=C(Nn1cnnc1)c1cc(Br)ccc1Cl	-9	0	8	-2	0	22	-3
COc1ccc(OC)c(NC(=O)Cn2c(CCC(=O)O)ccc2-c2ccc(C)cc2)c1	/	4	-4	2	5	5	/
Cc1cccc(-n2c(C)nc3cc(C(=O)NCCN4CCOCC4)ccc32)c1	-2	89*	0	/	-3	4	7
O=C(OCc1ccc([N+](=O)[O-])cc1)C1CC(=O)N(CCc2ccccc2)C1 (stereo not given)	-3	6	-2	-1	-1	20	-9
CCCCCCCCNC1=CC(=O)CC(C)(C)C1	/	0	-12	-1	4	-4	/
CCCNC(=O)N1[C@@H]2Cn3c(cccc3=O)[C@H]1[C@@H](C(=O)N1CCC(Cc3ccccc3)CC1)[C@@H]2CO	0	-1	-4	21*	-24	-11	7
NC(=O)CC1Nc2cccc3cccc(c23)NC1=O (stereo not given)	-3	/	1	/	/	3	11
CCOc1cc(C(=O)NCc2ccc(F)cc2)ccc1OCC(=O)N1CCCCC1	3	1	2	-1	-4	12	-16
Nc1nc(-c2ccccn2)nc(N)c1Cc1ccccc1F	/	-2	4	-1	-1	-11	/
CCN1CCCC1CNC(=O)c1cc2c(C)nc3ccccc3c2o1 (stereo not given)	7	/	-2	/	/	5	-17
CCOC(=O)c1ccc(Oc2cc(C)nc(Cl)n2)cc1	/	3	-9	-1	-3	-2	/
CCN1[C@@H]2Cn3c(ccc(-c4ccccc4F)c3=O)[C@H]1[C@@H](C(=O)NCc1ccc(F)cc1)[C@@H]2CO	3	-3	/	-2	7	3	20
O=C(NCCN1CCC(n2c(=O)[nH]c3ccccc32)CC1)c1ccc(Cl)cc1Cl	/	-1	-10	-1	-7	6	/
Cc1ccc(S(=O)(=O)N(C)C[C@H]2Oc3ccc(NC(=O)Cn4cnnn4)cc3C(=O)N([C@H](C)CO)C[C@H]2C)cc1	-6	-3	/	2	-2	4	-6
CNC[C@@H]1Oc2c(NS(=O)(=O)c3ccc(Cl)cc3)cccc2C(=O)N([C@@H](C)CO)C[C@H]1C	0	-1	-7	1	-6	-1	4
Cn1c(=O)c2c(nc(CN3CCN(C(=O)c4ccco4)CC3)n2Cc2ccc(Cl)cc2)n(C)c1=O	-1	/	8	/	/	/	0
O=C(COc1cc2oc(=O)c3c(c2cc1Cl)CCC3)NCCN1CCOCC1	2	5	-2	6	5	7	29
CSc1nc2ccc(Nc3nc(N4CCOCC4)nc(N4CCOCC4)n3)cc2s1	-8	/	16	/	/	/	2
C=CSc1sc(Cl)c(N(C)C)c1[N+](=O)[O-]	-9	4	/	1	10	16	8

Other structures
SMILES	esBAF inh	Casp6 inh	FN deposit inh	SIRT5 block	S100A4 MyoIIA	LGR2 inh	C2C12 statin
C=CC[C@H](CC(=O)N(CCO)Cc1ccccc1)C(=O)N[C@H](C)COC(=O)[C@@H](CC=C)CC(=O)OC(C)(C)C	-2	0	-1	-2	-7	7	-3
CCCNC(=O)N1[C@H](CO)[C@@H](c2ccccc2)[C@H]1CNC(=O)c1ccc(F)cc1	1	/	8	/	/	5	8
CCCCN1CC[C@H]2C=CC[C@@H](C(=O)N3CCOCC3)[C@H]2C1=O	-2	1	0	-7	-5	-5	14
C[C@@H]1CCCCO[C@H](CN(C)C(=O)NC2CCCCC2)[C@@H](C)CN([C@H](C)CO)C(=O)c2cc(NC(=O)Nc3ccc(C(F)(F)F)cc3)ccc2O1	-9	0	/	3	-9	11	/
CCC(=O)N[C@H]1C=C[C@H](CC(=O)NCc2ccccc2OC)O[C@H]1CO	-2	5	/	-1	-23	13	-3
OCCCCNCc1ccc(OCc2ccc(Cl)cc2Cl)cc1	1	-29	/	-1	-4	-6	10
O=C(Nc1nc(-c2cccs2)cs1)c1cccc(S(=O)(=O)N2CCCCCC2)c1	12	0	-13	10	-1	/	9
CCOC(=O)c1c(NC(=S)NC(=O)c2ccco2)sc2c1CCCC2	-7	/	6	/	/	/	-85
C=CCSc1ncnc2c1oc1nc3c(cc12)COC(C)(C)C3	/	1	-5	-3	-10	-10	/
Cn1cnnc1SCc1ccc(C(=O)N/N=C/c2cccs2)cc1	/	1	-3	-1	3	0	/
COc1ccc(-c2cc(NC=O)c3ncc(-c4cccc(OC)c4)n3c2)cc1	17	2	5	-2	1	-14	8
Cc1ccc(-n2cnc3cc(NCc4cccs4)ccc32)cc1	37	/	-2	/	/	/	-7
COc1ccc2cc(C(c3nnnn3Cc3ccccc3)N3CCCCCC3)c(=O)[nH]c2c1 (stereo not given)	1	/	3	/	/	/	7
O=C(NCC1CCCO1)c1ccc(NS(=O)(=O)c2cccc([N+](=O)[O-])c2)cc1 (stereo not given)	0	1	-14	-13	-2	-37	7
CO[C@@H](CN(C)C(=O)c1cnccn1)[C@@H](C)CN([C@H](C)CO)S(=O)(=O)c1ccc(F)cc1	0	0	6	1	3	-8	5
CC(C)NC(=O)Nc1cccc2c1O[C@H](CN(C)Cc1ccc3c(c1)OCO3)[C@H](C)CN([C@H](C)CO)C2=O	/	-1	7	-4	15	2	/
CCCNC(=O)Nc1ccc2c(c1)OC[C@@H](C)N(Cc1cncnc1)C[C@@H](C)[C@@H](OC)CN(C)C2=O	1	-4	-12	-7	5	14	-12
CNC(=O)CSc1nnnn1-c1cc(C)ccc1C	-3	/	3	/	/	/	17
COc1ccc(NC(=O)Nc2cccc3c2O[C@H](CN(C)C(=O)Nc2cccc4ccccc24)[C@@H](C)CN([C@H](C)CO)C3=O)cc1	12	/	/	/	/	13	59
C[C@@H]1CCCCO[C@H](CN(C)C)[C@@H](C)CN([C@@H](C)CO)C(=O)c2cc(NC(=O)Nc3ccccc3)ccc2O1	3	-1	/	-3	-9	7	3
Cc1ccc(S(=O)(=O)N(C)C[C@H]2OCCCC[C@@H](C)Oc3ccc(NC(=O)Nc4ccc(C(F)(F)F)cc4)cc3C(=O)N([C@@H](C)CO)C[C@H]2C)cc1	1	1	-8	1	8	13	/
Cc1ccc(C)c(C(=O)NC(C)c2ccc(-n3ccnc3)cc2)c1 (stereo not given)	-11	0	/	2	1	-2	-4
Cc1cccc(C)c1NS(=O)(=O)c1ccc2c(c1)NC(=O)CO2	1	1	/	9	-2	15	4
CC(C)CNC(=O)NC(=O)COC(=O)COc1ccc(Cl)cc1Cl	/	3	-6	-3	-4	3	/
CSc1nnc(C)c(=O)n1COC(=O)/C=C/c1ccc2c(c1)OCO2	0	0	3	-4	-1	-23	0

(list continues)
SMILES	esBAF inh	Casp6 inh	FN deposit inh	SIRT5 block	S100A4 MyoIIA	LGR2 inh	C2C12 statin
COc1cccc(NC(=O)N[C@@H]2C=C[C@@H](CC(=O)NCc3ccccn3)O[C@@H]2CO)c1	5	1	/	-3	7	22	0
CC(C)C#Cc1ccc([C@@H]2[C@H]3CN(C(=O)NC4CCCCC4)CC(=O)N3[C@H]2CO)cc1	/	10	-8	-4	-3	-6	/
CCOc1ccc(CCNC(=O)COC(=O)COc2ccc(C(=O)CC)cc2)cc1OCC	-7	1	1	-1	-1	-8	6
C[C@@H]1CN([C@H](C)CO)C(=O)c2cc(NS(=O)(=O)c3ccc(Cl)cc3)ccc2O[C@H]1CN(C)C(=O)Nc1cccc2ccccc12	-5	0	5	3	3	8	?
COc1cccc(CN2C(=O)N(C(C)C)C(N(O)C(=O)NC(C)C)C2(C)C)c1OC (stereo not given)	-4	/	0	/	-7	/	/
COc1ccc(C2=NS(=O)(=O)N(C)C(C(=O)Nc3ccc(F)cc3F)=C2)cc1	6	-3	-2	2	1	-16	13
COc1ccc(CCNC(=S)NC2CCN(Cc3ccccc3)CC2)cc1OC	/	-8	/	-1	-8	0	/
CCn1ccnc1CN(C)C(=O)C1CCC(=O)N(Cc2cccc(C(F)(F)F)c2)C1 (stereo not given)	-1	-5	6	0	-1	-2	1
Cc1cccc(N(CC(O)CN(C)C)S(=O)(=O)c2ccccc2)c1 (stereo not given)	-1	/	-1	/	/	/	-10
CN(Cc1ccccc1)CC(O)COc1ccc(CNCCc2ccncc2)cc1 (stereo not given)	/	-13	3	/	3	6	/
CCCCN(C(=O)c1ccc(-c2ccc(Cl)cc2)o1)c1c(N)n(CCC)c(=O)[nH]c1=O	6	-3	6	-4	-2	6	-2
O=C(O)c1ccccc1-n1ncc2c1/C(=C/c1ccc(Cl)cc1)CC2	/	34	-4	3	3	0	/
CO[C@@H]1CN(C)C(=O)c2ccc(NC(=O)C3CCOCC3)cc2OC[C@@H](C)N(C(=O)c2ccccc2)C[C@@H]1C	-2	/	/	-1	6	7	2
CC(C)C(C)(C#N)NC(=O)CSc1ncnc2sc(-c3ccccc3)cc12 (stereo not given)	8	1	/	-1	2	3	16
Cc1cc2c(nc1C)CCCN2S(=O)(=O)c1c(C)noc1C	/	-3	2	/	-1	-13	/
CCOc1nc2cnccc2n(CC(=O)Nc2cccc(C)c2C)c1=O	-5	5	9	0	3	11	6
C[C@@H]1CN([C@H](C)CO)C(=O)c2cc(N(C)C)ccc2O[C@@H]1CN(C)C(=O)Nc1ccc2c(c1)OCO2	-5	-1	/	-3	6	16	10
Cc1cc(NC(=S)Nc2ccccc2)ccc1Br	/	-1	/	0	-4	-7	/
Cc1cccc(NC(=O)CN2C(=O)NC3(CCCC3)C2=O)n1	/	1	0	0	-6	5	-22
S=c1[nH]nc(COc2ccccc2)n1-c1ccccc1	/	2	-2	1	-1	/	/
O=C(CCC(=O)OCCOc1ccccc1)OCCOc1ccccc1	-7	-2	-7	-4	-6	21	9
O=C(O)CSCC(=O)NCc1cccc(C(F)(F)F)c1	/	1	1	-1	3	8	/
Cc1noc(C)c1S(=O)(=O)N(C)C[C@H]1Oc2ccc(NC(=O)C3CCCCC3)cc2CC(=O)N([C@@H](C)CO)C[C@@H]1C	1	-1	/	4	-2	9	1
O=C(C[C@@H]1C=C[C@@H](NC(=O)C2CCOCC2)[C@H](CO)O1)Nc1nccs1	/	0	/	10	7	30	/
COc1ccc(C(=O)NC(=S)NNC(=O)c2c(-c3ccccc3)noc2C)cc1	/	-5	-3	2	-4	9	/
CN(C)C(=O)c1ccc(-c2ccc3c(c2)[C@H]2[C@H](CCN2Cc2ccc4c(c2)OCO4)[C@@H](CO)N3)cc1	5	2	5	3	1	20	10
CCC(Sc1ncnc2sc(C)c(C)c12)C(=O)OC (stereo not given)	4	/	-1	/	/	/	6
